Screens: PubChem, National Center for Advancing Translational Sciences (NCATS)
IL1B secr inh: blocks inflammasome-driven IL-1 beta release. THP-1 LPS/ATP IL-1B secretion, AlphaLISA, 16 h; hits give low values. activity change, % at 57.5 µM. actives 4.7% (n = 360,000); in the data active means activity change below about -50%; inconclusive means mostly about -30% to -49%; further: on the % scale 0 is the no-effect control and ±100 the full control effect
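Secreted IL-1B measured by AlphaLISA bead assay after 16 h compound exposure of THP-1 cells; compounds (final up to 57.5 uM) added 1 h before LPS (250 ng/mL) and ATP (1.25 mM) stimulation; lower signal means less secretion.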
Nrf2 block: blocks Nrf2 signaling; A549 ARE-Fluc reporter, luciferase luminescence, 18-24 h; Potency, µM (top dose mostly 46 µM), for the others: top-dose activity change, negative = inhibition, most hits filed as inhibitors; actives 2.1% (n = 360,000); AID 504444; further: potency means the concentration at half of the fitted maximal effect; on the % scale 0 is the no-effect control and ±100 the full control effect; nearly all actives have a fitted effect of over 60% in size
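Two sequential reads on A549 ARE_Fluc cells exposed to compound for 18-24 h: a CellTiter-Fluor fluorescence read for viability, then a luciferase luminescence read for Nrf2/ARE activity.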
ATXN viability: reduces viability in counter-screen for ATXN expression inhibitors; S2 cells (HEK-293 line with an ATXN2-luciferase reporter) viability, CellTiter-Fluor protease fluorescence, 24 h; Potency, µM (series often up to 56.7 µM), usual class: cytotoxic; actives 0.49% (n = 400,000); further: potency means the concentration at half of the fitted maximal effect; nearly all actives have a fitted effect of over 40% in size
ATXN2 expr inh: inhibitors of ATXN2 expression; AID 1745845; Potency, µM (titrated, usually from 57 µM), without a hit: at the highest dose activity change, negative = inhibition, most hits filed as inhibitors; actives 0.72% (n = 360,000); HEK-293 ATXN2-luciferase reporter, luminescence, 24 h; further: potency means the concentration at half of the fitted maximal effect; on the % scale 0 is the no-effect control and ±100 the full control effect; nearly all actives have a fitted effect of over 55% in size
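ATXN2-luciferase reporter cells (luciferase flanked by upstream and downstream ATXN2 gene portions) were treated 24 h at 37 °C with compounds at up to 57 uM. SteadyGlo luminescence gave expression; GF-AFC fluorescence gave viability.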
Nrf2 activator: activators of Nrf2 (ARE) signaling; actives 0.31% (n = 410,000); AREc32 ARE-luciferase reporter (MCF7-derived line), luminescence, 24 h; Potency, µM (top dose mostly 46.1 µM), for the others: at the top dose activation, most hits filed as activators; further: potency means the concentration at half of the fitted maximal effect; % of control where 0% means no effect; nearly all actives have a fitted effect of over 65% in size
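Nrf2 activation is followed as ARE-luciferase induction in the AREc32 line after one day of compound treatment; luminescence is read with Steady-Glo.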
A549 viability: kills or reduces viability of A549 cells in Nrf2 counter-screen; A549 ARE-Fluc cells, CellTiter-Fluor viability, 18-24 h; actives 0.16% (n = 390,000); Potency, µM (top dose mostly 46 µM), for the others: at the highest dose activity change, negative = cytotoxicity, hits mostly inhibitors; further: potency means the concentration at half of the fitted maximal effect; on the % scale 0 is the no-effect control and ±100 the full control effect
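Cytotoxicity counterscreen: CellTiter-Fluor fluorescence was measured in A549 ARE_Fluc cells after 18-24 h of compound exposure in a concentration series. The subsequent BugLite luminescent read reports ARE-luciferase activity.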
HepG2 viability: kills HepG2 cells in TGF-b inhibitor counter-screen; HepG2 CAGA-GFP viability, ATP luminescence, 18 h; Potency, µM (highest dose often 46.1 µM), for the others: at the highest dose activity change, negative = cytotoxicity, most hits filed as cytotoxic; actives 0.76% (n = 410,000); further: potency means the concentration at half of the fitted maximal effect; some results filed as inactive show a strong effect at the top dose
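CellTiter-Glo luminescence gave cytotoxicity after 18 hours at 37 degrees C. The cells were HepG2 CAGA-GFP in 1% FBS DMEM, stimulated with 500 pg/mL TGF-beta after compound addition. %Activity was normalised to no-cell wells (complete cell-killing) and DMSO (no toxicity), and curves were fitted and classified.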
TGFb inhibitor: inhibitors of TGF-b signaling; HepG2 CAGA-GFP TGF-b/SMAD3 reporter, GFP fluorescence, 18 h; TGF-beta stimulated, 500 pg/mL final; Potency, µM (doses to about 46.1 µM), for inactives: top-dose activity, negative = inhibition, usual class: inhibitors; actives 1.2% (n = 410,000); further: potency means the concentration at half of the fitted maximal effect; on the % scale 0 is the no-effect control and ±100 the full control effect; nearly all actives have a fitted effect of over 65% in size
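First, reporter cells (HEPG2 CAGA-GFP) rested 2 h at 37 degrees C. Next, compounds were pinned in and TGF-beta added to 500 pg/mL final. After 18 h, GFP was imaged per cell and summed per well.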
MCF10A rerep: DNA re-replication induction in MCF 10a cells | AID 624296 | MCF 10A DNA re-replication, Hoechst nuclear intensity, 48 h | Potency, µM (doses to about 46.1 µM), without a hit: at the top dose activity, positive = re-replication, actives largely listed as activators | actives 2.9% (n = 350,000); further: potency means the concentration at half of the fitted maximal effect; % of control where 0% means no effect; nearly all actives have a fitted effect of over 50% in size
Starred values were filed as active, the others as inactive; i = inactive; ? = inconclusive; . = no result given; & = joins results of further samples; [ ] = another dose, or the depositor's remark. Unless noted, the call rests on the fitted dose curve; in most records, active means well fitted curve in the direction sought with a large enough effect; inconclusive means small, poorly fitted or top-dose-only effect, or another doubt; inactive means no such curve, though single readings can be large; an effect the other way counts as inactive or inconclusive.

cpd	Compound	IL1B secr inh	Nrf2 block	ATXN viability	ATXN2 expr inh	Nrf2 activator
1	O=C(C(Cc1ccccc1)n1cccc1)N1CCN(c2ccccc2)CC1 (stereo not given)	-21	-27%	i	-19%	0.3%
2	COCCOC(=O)C1=C(C)N=C2SCCC(=O)N2C1c1cccc(Br)c1 (stereo not given)	-10	1%	.	.	-0.7%
3	COc1ccccc1-c1nnc(NC(=O)c2ccc3c(c2)OCO3)s1	0	2%	?	-25%	3.2%
4	CC(C)OC(=O)C1CC=CCC1C(=O)Nc1ccc(Cl)cc1 (stereo not given)	21	.	i	-16%	-0.8%
5	COCCn1nnnc1C(CC(C)C)N1CCN(c2nc3ccccc3s2)CC1 (stereo not given)	-14	2%	?	7%	-2.2%
6	COc1cccc(CNC(=O)c2ccc(-n3c(C)cc4c3CCCC4)cc2)c1	.	-26%	i	?	?
7	COCCn1c(SCC(=O)Nc2cc(C(C)(C)C)nn2-c2ccccc2)nnc1-c1ccncc1	4	-22%	i	5%	0.0%
8	COc1ccc(C2C=C(c3ccc(F)cc3)Nc3nc(-c4ccc(Cl)cc4)nn32)cc1 (stereo not given)	.	-4%	.	?	3.8%
9	COCCN1CCc2nc(SCC(=O)Nc3ccc(Br)cc3)[nH]c(=O)c2C1	.	4%	i	11%	-0.6%
10	Cc1ccc(C(=O)N(C)Cc2nc3ccccc3c(=O)[nH]2)cc1NC(=O)c1ccco1	26	-7%	i	0%	0.6%
11	COc1ccc(CCNC(=O)Cc2cc3c(cc2[N+](=O)[O-])OCO3)cc1OC	14	5%	i	4%	0.3%
12	O=C(CSc1nnnn1-c1ccc(F)cc1)Nc1ccc(N2CCOCC2)c(Cl)c1	?	.	i	-22%	-0.1%

cpd	A549 viability	HepG2 viability	TGFb inhibitor	MCF10A rerep
1	3%	0%	2%	13%
2	-1%	3%	-6%	-4%
3	0%	4%	5%	?
4	2%	-36%	-10%	-3%
5	-8%	-5%	5%	1%
6	1%	-11%	22%	.
7	-3%	5%	1%	-69%[inhibitor]
8	1%	-32%	?	.
9	-4%	-33%	-18%	.
10	3%	-2%	-3%	-13%
11	-1%	-10%	-12%	0%
12	-2%	-44%	19%	4%

Carrying on:
cpd	Compound	IL1B secr inh	Nrf2 block	ATXN viability	ATXN2 expr inh	Nrf2 activator
13	CCOC(=O)[C@]12CCC=C1N(Cc1ccco1)C(=O)[C@H](CC(=O)N1CCC(c3ccccc3)CC1)C2	?	.	i	2%	0.6%
14	COCc1cccc(C2=CC(=O)C[C@H](c3ccc(F)cc3)C2)c1	0	-6%	i	-19%	4.6%
15	N#CC1=C(N)SC(N)=C(C#N)C1c1c(Cl)cccc1Cl	-13	.	i	27%	?
16	CN(C)C(=O)c1cccc(-c2cnc3c(NC=O)cc(-c4ccccc4Cl)cn23)c1	-53*	.	11µM*	-24%	9.8%[9.22 µM]
17	Cc1ccc(S(=O)(=O)/N=C(/Nc2ccccn2)c2ccc(Cl)cc2)cc1	-17	10%	?	34%[activator]	2.8%
18	Cc1nc(C)c(C(=O)Nc2ncc([N+](=O)[O-])s2)o1	21	?	?	?	-2.2%
19	CCOC(=O)C1(C)CCN1C(=O)c1ccccc1C(F)(F)F (stereo not given)	26	.	i	10%	-0.9%[9.22 µM]
20	Cc1ccc(NC(=S)NN2CCOCC2)c(C)c1	-17	-21%	i	-2%	-0.9%
21	Cc1nc(SCC(=O)NC2CCCC2)[nH]c(=O)c1C	13	6%	i	2%	-0.2%
22	Cc1nn(-c2ccccc2)c(OC(=O)c2cccs2)c1S(=O)(=O)c1ccccc1	0	.	i	47%[activator]	0.3%
23	CN(C(=O)COC(=O)c1cccc(Cl)c1)C1CCS(=O)(=O)C1 (stereo not given)	3	4%	i	.	-0.4%
24	COc1ccc2c(c1)N(C[C@H](C)CN(C)C)c1ccccc1S2	?	17%	?	?	8.5%

cpd	A549 viability	HepG2 viability	TGFb inhibitor	MCF10A rerep
13	.	.	.	.
14	9%	-12%	-11%	7%
15	-1%	-22%	1%	15%
16	.	-17%	13µM*	.
17	-7%	-21%	13%	4%
18	-25%	-24%	-13%	-3%
19	.	3%	0%	.
20	-7%	25%	7%	-6%
21	0%	13%	-6%	8%
22	-3%	5%	-17%	-1%
23	-4%	-1%	22%	-3%
24	-4%	-39%	-9%	-1%

(further entries)
cpd	Compound	IL1B secr inh	Nrf2 block	ATXN viability	ATXN2 expr inh	Nrf2 activator
25	O=C(N/N=C/c1c(Cl)[nH]c2ccccc12)c1ccc2c(c1)OCCO2	-57*	-5%	i	67%[activator]	21%
26	Cc1oc2c(CN3CCOCC3)c(O)ccc2c(=O)c1-c1ccc(Br)cc1	-18	-4%	i	-5%	-0.5%
27	CCOC(=O)CN1C(=O)N[C@@H](c2ccccc2)C(C(C)=O)=C1C	34	-4%	i	1%	-0.5%
28	O=C(Cn1[nH]c(=O)c2ccccc2c1=O)OCC(=O)c1ccccc1Cl	-2	-7%	i	28%	5.3%
29	CC(C)(C)c1csc(SCC(=O)Nc2ccc(Cl)cn2)n1	9	12%	i	-5%	1.8%
30	CC(NC(=O)C1(S(=O)(=O)c2ccc(Cl)cc2)CC1)c1ccccc1 (stereo not given)	11	-15%	?	2%	-0.4%
31	Cc1ccn2c(NC3CCCC3)c(-c3ccncc3)nc2c1	-11	-11%	i	13%	-0.1%
32	O=C(NC1CCN(Cc2ccccc2)CC1)c1ccc(Cl)cc1Cl	-2	-4%	i	.	-1.0%
33	COc1ccc(NC(=O)CN(C)S(=O)(=O)c2ccc3c(c2)CC(C)N3C(C)=O)cc1OC (stereo not given)	49	-10%	i	4%	0.5%
34	CC(=O)c1ccccc1OCCOCCOc1ccccc1C(C)=O	-9	?	i	-4%	0.0%
35	CCCC(=O)N(Cc1cccnc1)c1nc2c(OC)ccc(Cl)c2s1	-5	9%	i	1%	1.7%
36	O=C(Cc1ccccc1)Nc1ccc2[nH]ncc2c1	-58*	13%	i	10%	1.6%

cpd	A549 viability	HepG2 viability	TGFb inhibitor	MCF10A rerep
25	-15%	-43%	0%	-4%
26	-6%	-26%	-22%	?
27	1%	-13%	?	3%
28	-7%	-12%	1%	15%
29	-10%	-11%	-6%	?
30	7%	-18%	-8%	20%
31	2%	-12%	-15%	3%
32	0%	-37%	-22%	3%
33	3%	4%	-5%	0%
34	2%	-10%	0%	4%
35	10%	-8%	-10%	10%
36	0%	7%	0%	-3%

Grouped by structure, the entries above with an aryl thioether with sulfur outside any ring.
cpd	Compound	IL1B secr inh	Nrf2 block	ATXN viability	ATXN2 expr inh	Nrf2 activator
7	COCCn1c(SCC(=O)Nc2cc(C(C)(C)C)nn2-c2ccccc2)nnc1-c1ccncc1	4	-22%	i	5%	0.0%
9	COCCN1CCc2nc(SCC(=O)Nc3ccc(Br)cc3)[nH]c(=O)c2C1	.	4%	i	11%	-0.6%
12	O=C(CSc1nnnn1-c1ccc(F)cc1)Nc1ccc(N2CCOCC2)c(Cl)c1	?	.	i	-22%	-0.1%
21	Cc1nc(SCC(=O)NC2CCCC2)[nH]c(=O)c1C	13	6%	i	2%	-0.2%
29	CC(C)(C)c1csc(SCC(=O)Nc2ccc(Cl)cn2)n1	9	12%	i	-5%	1.8%

cpd	A549 viability	HepG2 viability	TGFb inhibitor	MCF10A rerep
7	-3%	5%	1%	-69%[inhibitor]
9	-4%	-33%	-18%	.
12	-2%	-44%	19%	4%
21	0%	13%	-6%	8%
29	-10%	-11%	-6%	?

Additional results follow:
cpd	Compound	IL1B secr inh	Nrf2 block	ATXN viability	ATXN2 expr inh	Nrf2 activator
37	CCOc1ccc(CCNC(=O)/C=C/c2ccco2)cc1OCC	5	3%	i	13%	19%
38	CN(Cc1cc(=O)n2ccsc2n1)C1CCCCC1	2	6%	i	1%	4.0%
39	CCCCOc1ccc(N2C(=O)CC(N(CCc3ccccc3)C(=O)/C=C/C(=O)O)C2=O)cc1 (stereo not given)	-6	2%	i	1%	0.5%
40	COc1ccc(N(CC(=O)N2CC=C(c3ccccc3)CC2)S(=O)(=O)c2c(C)noc2C)cc1	9	11%	i	1%	4.2%
41	Cc1cc(Cl)cc2c1NC(=O)[C@]21[C@@H]2C(=O)N(Cc3ccccc3)C(=O)[C@@H]2[C@@H]2CCCN21	-10	-34%	i	2%	3.0%
42	O=C(CCCCCN1C(=O)c2ccccc2C1=O)NCc1ccco1	13	15%	i	7%	0.3%
43	CCC(=O)N1c2ccccc2CC1C(=O)NCCc1ccc(OC)cc1OC (stereo not given)	.	.	i	-3%	-0.2%
44	COc1ccc(NS(=O)(=O)c2c(C(=O)N3CCCCCC3)c(C)n(C)c2C)cc1OC	0	1%	i	1%	0.3%
45	COc1cc(C2C3=C(CC(C)(C)CC3=O)Nc3c2c(=O)[nH]c(=O)n3Cc2ccccc2)ccc1O (stereo not given)	17	?	i	-1%	-0.4%
46	COc1cc(/C=C2/C(=O)NN(c3cccc(F)c3)C2=O)ccc1OC(=O)c1ccco1	-8	1%	i	14%	3.4%

cpd	A549 viability	HepG2 viability	TGFb inhibitor	MCF10A rerep
37	-7%	-1%	-14%	7%
38	8%	-20%	-18%	-3%
39	8%	-16%	-3%	-6%
40	0%	0%	2%	18%
41	-19%	-19%	-31%	19%
42	-10%	-1%	0%	-4%
43	3%	0%	1%	.
44	0%	-4%	5%	2%
45	0%	0%	12%	5%&-44%
46	1%	-57%	?	?
